iPSC survival up: enhancers of single-cell hiPSC survival, primary screen, ATPlite luminescence | 100% = ROCK inhibitor wells, 0% = DMSO | survival enhancement, % at 20 µM | hit rate 0.044% among 360,000 | AID 602274, 2012; in the data active = survival enhancement above about 18%;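 note: cells exposed to compounds for 16 hours before the ATP read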
aDG glyco up: activators of alpha-DG glycosylation, primary screen, uHTS, Pro5-aDG cells, AlphaScreen | alpha-DG glycosylation AlphaScreen (IIH6); 0% Pro5, 100% B10-LARGE cell signal | activation, % at 10 µM | hit rate 0.22% among 360,000 | AID 624168, 2012;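 active = activation of at least 8% versus controls, or a plate z-score of at least 8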;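 note: Pro5 are CHO cells carrying HIG-tagged alpha-DG that lacks glycosylation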
MITF TRPM1 inh: inhibitors of MITF-dependent TRPM1 promoter reporter, primary screen, cell-based, SK-MEL-5, single point, luciferase | inhibition, % at 12.5 µM | hit rate 0.83% among 330,000 | SK-MEL-5 TRPM1 promoter luciferase, 24 h;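 active = mean inhibition across replicates of 60% or more, whatever share of single replicates reaches that level; inconclusive = some that reach 60%, reason not given; inactive = mean inhibition across replicates below 60%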; note: values of inactives mirror those of a sister screen read the other way
HIF-2a inh: HIF-2a reporter inhibitors, primary screen, luminescence, 786-0 RCC cells. inhibition, % at 18.8 µM. hit rate 0.72% among 360,000. 786-0 RCC cells HIF-2a reporter, luciferase luminescence, overnight;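 active = inhibition of the luminescence signal of 40% or more relative to plate controls, in a single-dose primary screen at 18.75 µM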
Exocytosis inh: LAMP-1 surface exposure blockers, TALL-104 cells – cell-based, flow cytometry, MLPCN library, primary screen. TALL-104 LAMP-1 surface exposure; cells stimulated with thapsigargin and PMA. inhibition, % at 10 µM. hit rate 0.66% among 360,000. AID 651702, 2012;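 active = inhibition above about 55%, limit read from the data; inconclusive = no clear call, values can overlap the other calls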
NR2E3 ag-1: inhibitors of NR2E3-RetCOR corepressor binding, primary screen, NR2E3 agonist project, biochemical, TR-FRET, GST-NR2E3, biotin-RetCOR | hit rate 0.12% among 320,000 | inhibition of corepressor binding, % at 4.78 µM | 1536-well | Photoreceptor-specific nuclear receptor (Homo sapiens), Q9Y5X4 | AID 2300, 2010;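 active = percent inhibition above the cutoff of mean plus 3 SD of all tested compounds, set per screening campaign, cut at about 20% in these data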;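 note: 0% = DMSO wells and 100% = biotin wells as full block of FRET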
Target sequence (Q9Y5X4 whole entry, looked up): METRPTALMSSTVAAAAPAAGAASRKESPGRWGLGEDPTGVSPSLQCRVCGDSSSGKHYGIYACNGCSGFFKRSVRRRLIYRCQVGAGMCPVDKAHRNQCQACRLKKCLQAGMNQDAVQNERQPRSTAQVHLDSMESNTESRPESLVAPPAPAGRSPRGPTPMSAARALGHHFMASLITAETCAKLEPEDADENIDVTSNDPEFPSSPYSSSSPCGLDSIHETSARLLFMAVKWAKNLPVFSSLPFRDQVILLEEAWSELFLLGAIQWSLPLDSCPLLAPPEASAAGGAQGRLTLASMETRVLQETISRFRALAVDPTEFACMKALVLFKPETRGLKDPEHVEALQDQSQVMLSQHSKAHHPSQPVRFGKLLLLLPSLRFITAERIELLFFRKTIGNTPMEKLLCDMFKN
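Material: NR2E3–RetCOR corepressor complex / Amount: 1.35 nM GST-NR2E3 / Medium: Tris pH 7.5 / Compound: single nominal compound dose of 4.8 µM / Incubation: 5 h at 4 °C / Technique: TR-FRET, Eu(K)-anti-GST donor, streptavidin-D2 acceptor, ex 340, em 617/671 nm / Read-out basis: percent loss of FRET ratio relative to control wells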
CaV13 FRET inh: Primary screen for inhibitors of IQ motif and Ca2+-dependent inactivation inhibitor domain binding in CACNA1D, Förster resonance energy transfer in living cells, …; AID 743397; hit rate 0.098% among 340,000; HEK cells, CFP/YFP FRET ICDI-IQ, plate reader, 10 min; percent FRET-ratio fall versus neutral wells; inhibition, % at 12.3 µM;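 active = mean replicate inhibition of at least 30% and at least 1% of replicates passing that level; inconclusive = only one of the two criteria is met; inactive = neither criterion is met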;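 note: 0% = median of the neutral control wells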
Vif inh: HIV Vif self-association inhibitors, primary screen, imaging, HEK293T, single point; hit rate 0.35% among 340,000; inhibition, % at 7.49 µM; HEK293T cells, Vif self-association by quenched fluorescence, 24 h; in the data active = inhibition above about 50%, passing the limit was not always enough; inconclusive = no clear call, values can overlap the other calls; inactive = below about 31%; note: some results filed as inactive read as strong as hits
Peg3 promoter: Peg3 promoter-driven luciferase inhibitors, primary screen, cell-based, HeLa, luciferase luminescence; HeLa PEG-Prom luciferase reporter, overnight; inhibition, % at 20 µM; hit rate 1.7% among 360,000;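 active = inhibition of at least 50% at 20 µM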
NR2E3 ag-2: NR2E3 agonists in two-hybrid cells, primary screen, cell-based, luminescence, CHO-S, Gal4-NCOR/VP16-NR2E3; hit rate 0.35% among 360,000; AID 602229, 2012; luciferase; inhibition of corepressor binding, % at 3.98 µM; Photoreceptor-specific nuclear receptor (Homo sapiens), Q9Y5X4;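 active = inhibition above the mean of all tested compounds plus 3 SD, cut at about 70% in these data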;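 note: 0% = DMSO with NR2E3 transfected cells and 100% = cells lacking NR2E3 construct; higher means lower luciferase signal from less NR2E3 corepressor binding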
PDI turbidity: inhibitors of human PDI, primary screen, biochemical, turbidity, single point, plate reader; Protein disulfide-isomerase (Homo sapiens), P07237; PDI insulin aggregation turbidity, A650, 90 min; inhibition, % at 10 µM; hit rate 0.052% among 350,000;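 active = mean inhibition across replicates of 30% or more, whatever share of single replicates reach that level; inconclusive = mean inhibition below 30% while every single replicate reaches 30%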;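 note: absorbance from insulin aggregation driven by PDI reduction with DTT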
Target sequence (P07237 whole entry, looked up): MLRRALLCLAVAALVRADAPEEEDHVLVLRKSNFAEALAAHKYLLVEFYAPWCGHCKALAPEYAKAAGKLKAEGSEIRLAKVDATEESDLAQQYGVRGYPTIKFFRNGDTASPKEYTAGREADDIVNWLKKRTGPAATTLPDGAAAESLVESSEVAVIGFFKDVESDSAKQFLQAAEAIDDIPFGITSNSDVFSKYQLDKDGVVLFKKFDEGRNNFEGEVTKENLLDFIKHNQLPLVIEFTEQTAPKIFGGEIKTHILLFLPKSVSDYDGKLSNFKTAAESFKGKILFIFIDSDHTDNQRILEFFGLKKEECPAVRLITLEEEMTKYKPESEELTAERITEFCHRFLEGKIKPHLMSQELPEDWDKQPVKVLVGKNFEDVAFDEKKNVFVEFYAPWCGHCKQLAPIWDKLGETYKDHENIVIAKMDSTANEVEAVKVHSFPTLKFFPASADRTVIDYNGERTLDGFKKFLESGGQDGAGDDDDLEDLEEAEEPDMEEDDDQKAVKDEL
* = called active by the depositor; u = inconclusive; x = no result given.

Results follow in this order: Vif inh, CaV13 FRET inh, MITF TRPM1 inh, NR2E3 ag-2, aDG glyco up, iPSC survival up, HIF-2a inh, Exocytosis inh, PDI turbidity, NR2E3 ag-1, Peg3 promoter
1	CCOC(=O)/C(C#N)=C\c1ccc(O)c(OC)c1
 : -1, -6, -5, -7, 0.3, -1.1, 6, -5, 17, 0, -3
2	Cc1cc(N2CCOCC2)c2c(N)cc(C)c(C)c2n1
 : 4, x, -13, -17, -0.1, 0.2, 4, 2, 4, 0, 1
3	O=c1cc(C(O)C[N+](=O)[O-])occ1OCc1ccccc1 (configuration not stated)
 : 0, -7, x, -13, 0.0, -0.2, -3, 24, -7, 5, -5
4	CCOC(=O)c1sc2nc(C)n(CC(=O)NCC3CCCO3)c(=O)c2c1C (configuration not stated)
 : 6, -4, -2, 2, -0.4, -1.6, 0, 1, -3, -1, 14
5	O=C1CCCC2=C1C(c1ccncc1)c1c(nc(SCc3ccccc3Cl)[nH]c1=O)N2 (configuration not stated)
 : -6, -4, -2, -28, -0.1, 2.3, 19, -2, 6, 4, 20
6	Cc1noc(C)c1COC(=O)C1(c2cccc(F)c2)CCCC1
 : -16, -1, 3, -2, 0.0, -2.9, 11, 5, 2, -1, 9
7	O=C1C(Cl)=C(N2CCCCC2)C(=O)N1Cc1ccccc1
 : -1, -4, 10, -20, 0.0, -1.0, 5, 3, 0, -4, 5
8	O=[N+]([O-])c1ccccc1NS(=O)(=O)c1ccccc1
 : -4, -4, x, -19, 0.0, -1.0, 13, -2, -2, x, 2
9	CCN(CC)c1nc2ccccc2[nH]c1=O
 : -3, -7, 21, -14, 0.2, 0.6, -24, -4, 9, 2, 4
10	CCCN(CCC)C(=O)c1cc(S(=O)(=O)N2CCCCC2)c[nH]1
 : 5, -6, -4, 0, -0.1, -0.6, 16, -3, 0, -1, 2
11	O=C(CCn1c(=O)c2ccccc2n(Cc2cccnc2)c1=O)NCc1ccc2c(c1)OCO2
 : x, -2, -3, -35, 0.3, 1.1, -2, -1, 6, 4, 10
12	CC(=O)N1CCc2c(sc(NC(=O)c3ccc([N+](=O)[O-])o3)c2C(N)=O)C1
 : 16, -5, x, 79*, -0.3, -2.8, -65, -4, -4, x, 97*
13	CCOc1ccccc1NC(=O)CSc1ccc([N+](=O)[O-])cc1
 : 0, -21, 1, 12, -0.2, 0.9, 7, 0, -5, -1, 14
14	CNC(=S)N1CCN(c2ccc(OC)cc2)CC1
 : 5, x, -8, -20, -0.3, -2.1, -12, -3, 3, -2, 2
15	CCCc1nn(C)c(C(=O)Nc2ccccc2)c1Cl
 : -1, -9, -28, -14, 0.2, -1.3, -76, 2, -3, -1, -99
16	COC(=O)COc1ccc2c(=O)c(Oc3ccccc3Br)coc2c1
 : x, -21, 0, -9, 0.0, 0.9, 28, -9, -8, 1, 17
17	COc1ccccc1NC(=O)c1nn(-c2cccc(C(F)(F)F)c2)ccc1=O
 : -3, -1, -20, 2, -0.4, -0.6, 3, -3, -10, 4, 6
18	COc1ccc(C2NC(=O)c3ccccc3N2)cc1 (configuration not stated)
 : -3, x, -11, -54, 0.0, 0.2, -240, -12, 6, -2, -106
19	N#CC1=C(N)Oc2ccccc2C12C(=O)Nc1n[nH]c(-c3ccccc3)c12 (configuration not stated)
 : 16, -4, 0, 5, 0.0, 4.9, 14, 16, -1, 2, -7
20	COC(=O)c1ccccc1NC(=O)CN(c1ccccc1)S(=O)(=O)N(C)C
 : -1, -9, -6, -4, -0.1, 1.2, 15, 3, -4, 1, 17

Results follow in this order: Vif inh, CaV13 FRET inh, MITF TRPM1 inh, NR2E3 ag-2, aDG glyco up, iPSC survival up, HIF-2a inh, Exocytosis inh, PDI turbidity, NR2E3 ag-1, Peg3 promoter
21	CC(C)CC(NS(=O)(=O)c1ccccc1S(=O)(=O)NC(CC(C)C)C(=O)O)C(=O)O (configuration not stated)
 : 2, -4, -17, 5, 0.0, 4.4, 8, -4, -3, -2, 3
22	S=C(Nc1ccc(Br)cc1)NC1CCCC1
 : -4, -5, -30, -90, 0.3, -1.5, -211, 1, 0, 2, -153
23	CC1=C2C3OC(=O)C(C)C3CCC2(C)C=CC1=NO (configuration not stated)
 : 14, -5, -4, -10, -0.1, -1.3, 12, -10, 12, x, 5
24	CCCCN(C(=O)c1cc2c(s1)CCCC2)c1c(N)n(CCC)c(=O)[nH]c1=O
 : u, -4, 5, -14, -0.2, 0.6, 4, 2, -1, 2, 1
25	O=C1CCc2cc(NS(=O)(=O)c3ccc([N+](=O)[O-])cc3)cc3c2N1CC3
 : x, -5, -9, 17, -0.3, 0.5, -16, 22, 8, x, -14
26	COc1ccc(C2C(C(=O)N3CCCC3)c3cc(OC)c(OC)cc3C(=O)N2C)cc1OC (configuration not stated)
 : 1, -4, -4, 18, -0.3, -2.5, 23, 2, 5, 3, 3
27	O=C1CCC(C(=O)N2CCCCO2)CN1Cc1ccc(Cl)cc1 (configuration not stated)
 : 1, -3, -1, -6, -0.4, 0.6, -10, -6, 7, 1, -21
28	CC(=O)N1CCc2c(sc3c2c(=O)n(-c2ccccc2)c(=O)n3CC(=O)NCC2CCCO2)C1 (configuration not stated)
 : 5, -7, x, -3, -0.4, 0.1, 2, 0, x, 0, 14
29	CC(O)CN(Cc1cccc(Cl)c1)CC(C)O (configuration not stated)
 : -11, -6, 8, -3, 0.3, 0.2, 18, -2, 9, x, 4
30	CC(=O)NC1(C2CCCCC2=O)CCCCC1 (configuration not stated)
 : 1, -7, 2, 8, -0.1, 3.4, 16, -1, 7, 4, -2
31	CN(C(=O)c1ccc(NC(=O)Cc2ccc(NC(=O)C3CCN(C(=O)C4CCCC4)CC3)cc2)cc1)C1CCCC1
 : 1, -5, -1, -36, 0.0, 0.2, -2, -2, 4, x, -9
32	O=C(CCNS(=O)(=O)c1ccccc1)OCC(=O)c1ccc(F)cc1
 : 7, -4, 6, 6, 0.1, -0.3, -3, 22, 11, 1, 21
33	CC(=O)NC(Cc1c[nH]c2ccccc12)C(=O)Nc1ccc2c(c1)OCO2 (configuration not stated)
 : 6, 0, 5, -4, -0.5, -0.2, -42, 4, 8, 0, -26
34	CC1(C)CC(=O)C(C=NCCN2CCN(CC(=O)Nc3ccc(Cl)cc3)CC2)=C(O)C1
 : -2, -7, 13, 14, 0.3, -1.8, 12, 2, -11, -1, 13
35	CC(C)Cn1c(N2CCN(CC(=O)Nc3ccc(Cl)cc3)CC2)nc2ccccc21
 : -10, -6, -4, 17, 1.4, -1.7, 26, 6, -1, -3, 20
36	Cc1ccccc1NS(=O)(=O)c1ccc(C(=O)NCC(c2ccccc2)N(C)C)cc1 (configuration not stated)
 : -3, -6, -4, 6, -0.2, -0.2, 3, 0, 2, -2, 17
37	N#Cc1ccc(CN2CCN(C(=O)Cn3nc(C(N)=O)c4ccccc4c3=O)CC2)cc1
 : -6, -5, 6, 0, 0.0, -0.4, 8, 10, -6, -2, 3
38	COc1ccc(NC(=O)Nc2nccs2)cc1
 : x, -3, -29, -86, -0.2, -1.0, -231, -1, 2, -6, -157
39	COc1ccc(C(=O)COC(=O)Cn2cnc3ccccc3c2=O)c(OC)c1
 : 12, -13, -4, -11, -0.3, -0.5, -12, -7, -1, 2, -11
40	CCOc1ccc2c(c1)S/C(=C\c1cccs1)C(=O)N2
 : u, -5, -38, -178, -0.1, -0.3, -308, -1, 8, 0, -236

Results follow in this order: Vif inh, CaV13 FRET inh, MITF TRPM1 inh, NR2E3 ag-2, aDG glyco up, iPSC survival up, HIF-2a inh, Exocytosis inh, PDI turbidity, NR2E3 ag-1, Peg3 promoter
41	Cc1ccc2c(c1)C(c1ccc(F)cc1)N(C(=O)C1CC1)CC(=O)N2 (configuration not stated)
 : 1, -5, 11, -17, -0.3, -3.1, 17, 15, 10, 1, -2
42	C#CCOCCOCCOCCNc1nc(N2CCN(C(=O)CCCCCCCCCCNC(=O)[C@H](CCCCN)n3cc(C)nn3)CC2)nc(N2CCN(C(=O)CCCCCCCCCCNC(=O)[C@H](CCCCN)n3cc(CCCC(=O)O)nn3)CC2)n1
 : -1, x, 1, -21, 0.1, 2.8, 0, -1, 5, 1, 9
43	Cc1cc(C)cc(CN2C(=O)NC3(CCCCCC3)C2=O)c1
 : 1, -18, -6, 1, 0.1, -0.5, -6, -20, -6, 1, -6
44	COc1cc(C2C(C(=O)c3ccco3)=C(O)C(=O)N2Cc2cccnc2)cc(OC)c1OC (configuration not stated)
 : -4, -11, -8, -4, 0.0, 3.2, 21, -2, -4, 3, 13
45	Cc1ccccc1OCC(=O)NCC(=O)OCC(=O)c1ccc([N+](=O)[O-])cc1
 : -6, -5, 9, -25, 0.0, 0.2, 4, -5, 0, 2, 15
46	CC(CC(=O)N1CCN(S(=O)(=O)c2ccc([N+](=O)[O-])cc2)CC1)c1ccccc1 (configuration not stated)
 : 2, -3, 9, -11, 0.7, -0.3, -6, 8, 0, 1, 0
47	COC(=O)c1cc(S(=O)(=O)N2CCN(Cc3ccccc3)CC2)cn1C
 : 1, -4, 4, -22, -0.1, -2.6, 12, 10, x, -2, 6
48	COc1cc(C2/C(=C(\O)c3ccc4c(c3)OCCO4)C(=O)C(=O)N2Cc2ccco2)ccc1O (configuration not stated)
 : -1, -3, -2, -8, -0.1, 0.4, 8, 0, -3, 1, 5

Screening results from PubChem.
